# RXFP1 ag – qHTS Assay for Agonists of the Relaxin Receptor RXFP1 | Relaxin receptor 1 (Homo sapiens), Q9HBX9 | HEK293T-RXFP1 cAMP TR-FRET, 30 min; response scale: percent of porcine relaxin response, buffer zero | Potency, µM (highest dose often 57.5 µM), for the others: at the highest dose activation, usual class: activators | actives 0.3% (n = 370,000) | AID 2676, 2010; further: on the % scale 0 is the no-effect control and ±100 the full control effect; nearly all actives have a fitted effect of over 60% in size; many of its hits are not listed in these tables
# Target sequence (Q9HBX9 whole entry, looked up): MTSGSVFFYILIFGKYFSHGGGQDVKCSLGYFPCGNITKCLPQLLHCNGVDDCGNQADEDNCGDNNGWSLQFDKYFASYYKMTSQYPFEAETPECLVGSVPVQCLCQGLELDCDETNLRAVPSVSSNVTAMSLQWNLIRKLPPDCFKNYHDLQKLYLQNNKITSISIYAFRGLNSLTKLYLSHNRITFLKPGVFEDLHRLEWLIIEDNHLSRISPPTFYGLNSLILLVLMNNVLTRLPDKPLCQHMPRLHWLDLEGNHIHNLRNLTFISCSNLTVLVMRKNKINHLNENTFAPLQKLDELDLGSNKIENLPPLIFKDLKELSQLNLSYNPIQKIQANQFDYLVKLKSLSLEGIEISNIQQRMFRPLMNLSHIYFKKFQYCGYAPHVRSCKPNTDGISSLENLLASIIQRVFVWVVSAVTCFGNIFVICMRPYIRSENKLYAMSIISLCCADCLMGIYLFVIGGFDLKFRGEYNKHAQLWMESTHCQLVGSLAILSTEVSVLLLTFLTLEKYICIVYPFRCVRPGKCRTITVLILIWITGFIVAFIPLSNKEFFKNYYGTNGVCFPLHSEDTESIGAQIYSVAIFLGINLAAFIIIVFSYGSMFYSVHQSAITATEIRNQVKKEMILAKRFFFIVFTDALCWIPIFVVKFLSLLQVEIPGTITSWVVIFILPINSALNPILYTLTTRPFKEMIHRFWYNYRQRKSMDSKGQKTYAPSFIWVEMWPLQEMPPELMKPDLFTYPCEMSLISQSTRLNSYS
#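 HEK293T cells stably expressing RXFP1 were pretreated with the PDE4 inhibitor Ro 20174, exposed to compounds for 30 min at 37C, lysed, and cAMP was read by TR-FRET. Data normalized to buffer (basal) and 29 nM porcine relaxin (100%).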
# TrxR1 substrate – qHTS Assay for Substrates of Mammalian Selenoprotein Thioredoxin Reductase 1 (TrxR1): qHTS; AID 588456, 2011; Potency, µM (series often up to 114 µM), inactives show at the top dose activity change, negative = substrate turnover; actives 0.01% (n = 390,000); purified TrxR1 substrate turnover, NADPH consumption readout; Thioredoxin reductase 1, cytoplasmic (Rattus norvegicus), O89049; further: on the % scale 0 is the no-effect control and ±100 the full control effect; nearly all actives have a fitted effect of over 50% in size
#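 Rat TrxR1, dispensed at 90 nM, was prereduced with 400 uM NADPH (final) for 5 min at ~22 deg C, then incubated with compound 15 min before 400 uM selenite. A first-read NADPH fluorescence drop versus no-compound background flagged substrates.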
# RGS4 inh – Inhibitors of Regulator of G Protein Signaling (RGS) 4: qHTS; Transcreener GDP fluorescence polarization, RGS4-accelerated GTP hydrolysis; Regulator of G-protein signaling 4 (Homo sapiens), P49798; actives 0.039% (n = 390,000); Potency, µM (doses to about 114 µM), for inactives: top-dose activity change, negative = inhibition, hits mostly inhibitors; further: on the % scale 0 is the no-effect control and ±100 the full control effect; nearly all actives have a fitted effect of over 75% in size; some results filed as inactive show a strong effect at the top dose
# Target sequence (P49798 whole entry, looked up): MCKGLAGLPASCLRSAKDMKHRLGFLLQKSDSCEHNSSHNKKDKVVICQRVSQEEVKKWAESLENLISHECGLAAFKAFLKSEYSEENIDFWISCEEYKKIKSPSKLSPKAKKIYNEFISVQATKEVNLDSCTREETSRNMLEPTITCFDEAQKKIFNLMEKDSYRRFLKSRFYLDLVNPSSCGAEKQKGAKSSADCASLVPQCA
#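 MLSMR compounds (23 nl, pin-transferred) preincubated 10 min at room temperature with a 500nM (2x) first reagent, then RGS4 at 900nM (2x) plus Transcreener GDP mix added; fluorescence polarization (620/688 nm) read before and after 90 min at 30 °C.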
# 12-LOX inh – Primary qHTS assay for inhibitors of human arachidonate 12S-lipoxygenase (ALOX12): Round 2 | Polyunsaturated fatty acid lipoxygenase ALOX12 (Homo sapiens), P18054 | purified 12hLO, xylenol orange hydroperoxide absorbance | Potency, µM (highest dose often 108 µM), inactives show at the top dose activity change, negative = inhibition, hits mostly inhibitors | actives 1.1% (n = 580,000) | AID 1671190, 2021; further: on the % scale 0 is the no-effect control and ±100 the full control effect
#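 Purified human 12hLO at 150 nM in 25 mM Hepes, 0.01% Triton X-100, pH 7.0, preincubated 15 min at room temperature with compound. Reaction started with 40 uM arachidonic acid, 30 min at room temperature. Hydroperoxide measured by Fe-xylenol orange, 573/405 nm absorbance ratio.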
# USP1-UAF1 inh – Inhibitors of USP1/UAF1: Primary Screen | Potency, µM (highest dose often 57.1 µM), for inactives: at the highest dose activity change, negative = inhibition, hits mostly inhibitors | recombinant USP1/UAF1, Ub-Rhodamine cleavage fluorescence | actives 0.23% (n = 390,000); further: on the % scale 0 is the no-effect control and ±100 the full control effect; nearly all actives have a fitted effect of over 60% in size; inactives centre near -12
#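 In this screen, compounds sit with the deubiquitinase complex (1nM) for 15 min at room temperature before Ub-Rho is added at 150nM final. Fluorescence rise is then followed for 6 reads every 60 seconds.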
# Vif-APOBEC3F blk – qHTS for Inhibitors of Vif-A3F Interactions: qHTS | actives 0.2% (n = 390,000) | Potency, µM (doses to about 46.1 µM), inactives show at the highest dose activity, negative = active | HeLa A3F-eYFP + Vif (tagged APOBEC3F with the HIV-1 protein that degrades it), YFP fluorescence increase; further: % of control where 0% means no effect; nearly all actives have a fitted effect of over 65% in size
#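 Fluorescence increase (Ex 488/Em 500-530) after overnight compound treatment at 37 deg C flags inhibition of Vif-driven A3F-eYFP loss in stable HeLa A3F-eYFP/Vif cells seeded overnight beforehand.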
# rTrxR1 inhibitor – qHTS Assay for Inhibitors of Mammalian Selenoprotein Thioredoxin Reductase 1 (TrxR1): qHTS; Potency, µM (top dose mostly 114 µM), for inactives: at the highest dose activity change, negative = inhibition, actives largely listed as inhibitors; recombinant rTrxR1, NADPH fluorescence consumption, selenite substrate; actives 1% (n = 390,000); AID 588453, 2011; further: on the % scale 0 is the no-effect control and ±100 the full control effect; nearly all actives have a fitted effect of over 65% in size
#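 Rat TrxR1 (90 nM in the dispensed reagent) was pre-reduced with 400 uM NADPH for 5 min at room temperature, then incubated with compound for 15 min. After 400 uM selenite was added, NADPH fluorescence (Ex 340/Em 450 nm) was followed for 8 min.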
# Vif-APOBEC3G blk – qHTS for Inhibitors of Vif-A3G Interactions: qHTS; Potency, µM (highest dose often 46.1 µM), inactives show top-dose activity, negative = active, usual class: inhibitors; actives 0.076% (n = 410,000); HeLa A3G-eYFP + Vif (tagged APOBEC3G with the HIV-1 protein that degrades it), YFP fluorescence, overnight;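 further: on the % scale 0 is the no-effect control and ±100 the full control effect; nearly all actives have a fitted effect of over 60% in size; hits raise eYFP signal because A3G escapes Vif-driven loss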
#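 HeLa cells stably expressing Vif and C-terminally eYFP-tagged A3G, seeded overnight at 37 deg C, then exposed to compound by pintool overnight at 37 deg C. Rise in yellow fluorescence (Ex 488/Em 500-530, Acumen) marks blocked Vif-driven A3G degradation.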
# mIDH1 inhibitor – qHTS for Inhibitors of mutant isocitrate dehydrogenase 1 (IDH1): qHTS. Isocitrate dehydrogenase [NADP] cytoplasmic (Homo sapiens), O75874. IDH1-R132H enzyme, NADPH consumption, diaphorase/resazurin fluorescence. Potency, µM (top dose mostly 76.6 µM), without a hit: at the highest dose activity change, negative = inhibition, hits mostly inhibitors. actives 0.093% (n = 390,000). AID 602179, 2012; further: on the % scale 0 is the no-effect control and ±100 the full control effect; nearly all actives have a fitted effect of over 65% in size
#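 IDH1-R132H (0.5 ug/mL dispensed) in pH 7.5 Tris buffer was preincubated 30 min with compound, then given a substrate mix of 0.016 mM NADPH and 2 mM alpha-KG for 80 min at room temperature; remaining NADPH was read by diaphorase/resazurin fluorescence.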
# * marks the source's active call; other numbers are inactive results; ? = inconclusive; . = no result given; & = joins results of further samples; [ ] = dose if it differs, or a comment. The call rests on the fitted dose curve; in most records, active means well fitted curve in the direction sought with a large enough effect; inconclusive means small, poorly fitted or top-dose-only effect, or another doubt; inactive means no such curve, though single readings can be large; an effect the other way counts as inactive or inconclusive. Potency means the concentration at half of the fitted maximal effect. Not all compounds are listed; the hit share may differ from the screen's.
SMILES,RXFP1 ag,TrxR1 substrate,RGS4 inh,12-LOX inh,USP1-UAF1 inh,Vif-APOBEC3F blk,rTrxR1 inhibitor,Vif-APOBEC3G blk,mIDH1 inhibitor
CCOC(=O)c1c(C)n(-c2ccccc2)c2ccc(OC(=O)c3ccccc3NC(=O)C(C)C)cc12,-0.6%,-1%,-1%,-11%,-14%,-5%,19%,-15%,-8%
Cc1occc1-c1nnc(SCC(=O)N2CCc3ccccc32)o1,-0.2%,-1%,-9%,45%&15%[activator],-19%,2%,?,4%,9%
C/C(=N\OC(=O)c1ccc(F)cc1)c1sc(-c2ccccc2)nc1C,1.9%,9%[57.1 µM],3%,25%,-19%,2%,-17%,3%,1%
O=C1CC(N2CCOCC2)C(=O)N1c1ccc(Cl)cc1 (stereo not given),0.1%,3%,6%[11.4 µM],0%,-12%,3%,13%,0%,2%
COc1ccc(-n2c(Cc3cccn3C)nnc2SCC(=O)NC2CCCCC2)cc1,1.7%,11%,-13%,274%[activator],-14%,1%,35%,2%,-4%
Cc1ccn2c(=O)nc(SCC(=O)Nc3cc(C)on3)nc2c1,5.9%,4%,3%,-2%,-9%,-22%,11%,2%,-1%
Cc1cccc(NC(=O)Cn2nnc3sc4c(c3c2=O)CC(C)(C)OC4)c1,4.3%,-8%,-7%,?,-7%,-1%,-7%[57.1 µM],0%,5%
CN1CCN(CC#Cc2ccccc2)CC1CCO (stereo not given),-0.5%,4%[57.1 µM],-8%,?,-15%,3%,3%[57.1 µM],2%,-4%
COc1ccc(CN(Cc2cc3cc4c(cc3[nH]c2=O)OCO4)C(=O)NC2CCCCC2)cc1,2.0%,48%[activator],-11%,0%,-14%,3%,20%,0%,-10%
Cc1[nH]nc(-c2ccc(O)cc2O)c1Oc1ccccc1,2.5%,-1%,8%,?,?,-12%,-4%,?,-8%
O=C(CC1N=C2c3ccccc3N=C(SCc3ccc(F)cc3)N2C1=O)NCCc1ccccc1 (stereo not given),7.0%,8%[57.1 µM],-4%,?,-23%,-2%,11%[57.1 µM],-10%,-5%
Cc1ccc(N2CC(O)=C(c3ccccc3)C2=N)cc1,0.6%,3%[57.1 µM],4%,-1%,-14%,-19%,15%[57.1 µM],0%,0%

# Record cards, from the list above. Values in the order: RXFP1 ag | TrxR1 substrate | RGS4 inh | 12-LOX inh | USP1-UAF1 inh | Vif-APOBEC3F blk | rTrxR1 inhibitor | Vif-APOBEC3G blk | mIDH1 inhibitor
# `O=C1CC(N2CCOCC2)C(=O)N1c1ccc(Cl)cc1` (stereo not given) is listed as 0.1% | 3% | 6%[11.4 µM] | 0% | -12% | 3% | 13% | 0% | 2%
# `O=C(CC1N=C2c3ccccc3N=C(SCc3ccc(F)cc3)N2C1=O)NCCc1ccccc1` (stereo not given) is listed as 7.0% | 8%[57.1 µM] | -4% | ? | -23% | -2% | 11%[57.1 µM] | -10% | -5%

# (next part)
SMILES,RXFP1 ag,TrxR1 substrate,RGS4 inh,12-LOX inh,USP1-UAF1 inh,Vif-APOBEC3F blk,rTrxR1 inhibitor,Vif-APOBEC3G blk,mIDH1 inhibitor
COC(=O)c1ccc(NCCC(=O)O)cc1,2.6%,-18%,2%,6%,-2%,-1%,-19%,2%,0%
COc1ccccc1N1CCN(C(=O)c2cc(=O)c3cc(C)cc(C)c3o2)CC1,-2.6%,-4%,4%,0%,-14%,5%,8%,?,0%
O=C(CN1CCN(Cc2ccccc2)C1=O)NCCCN1CCOCC1,0.8%,11%,3%,8%,-23%,4%,25%,-2%,-1%
COc1cccc(CNC(=O)C(=O)NCC2CCCO2)c1 (stereo not given),1.9%,-4%,-13%,0%,-24%,3%,-1%,-1%,-2%
Cc1ccc(CNC(=O)CCNC(=O)c2ccco2)cc1,1.4%,5%,-19%,16%,-24%,0%,14%,2%,1%
C(=C1c2ccccc2-c2ccccc21)c1ccncc1,.,4%[57.1 µM],3%,-26%,-15%,-12%,10%[57.1 µM],-26%,-7%
COc1ccccc1C(CNc1nc(C(F)(F)F)nc2ccccc12)N(C)C (stereo not given),5.4%,3%,10%,-5%,-18%,2%,6%,-8%,0%
O=C(CS(=O)(=O)c1cccc2nsnc12)Nc1ccc(F)cc1,2.9%,-2%[57.1 µM],-7%,-18%,-9%,-3%,3%[57.1 µM],2%,-13%
Cn1c(=O)c2c(nc(-n3ccnc3)n2Cc2ccccc2)n(C)c1=O,-0.7%,22%[57.1 µM],-25%,0%,-8%,5%,-1%[57.1 µM],-2%,8%
CCCOc1cccc(NC(=O)c2cc(C)oc2C)c1,0.0%,-5%,-26%[11.4 µM],-26%,-25%,6%,-23%,-2%,2%
N#CCC(=O)Nc1ccc(C(=O)NCC(c2ccco2)N2CCCCC2)cc1 (stereo not given),0.9%,7%[57.1 µM],11%,-10%,-24%,?,28%[57.1 µM],?,-8%
S=C(NCc1ccccc1)NCc1ccc2c(c1)OCO2,0.0%,-3%[57.1 µM],4%,-8%,-5%,5%,-12%[57.1 µM],0%,-4%
CC(C)CN(C(=O)c1cccc(S(=O)(=O)N2CCN(Cc3ccccc3)CC2)c1)C1CCS(=O)(=O)C1 (stereo not given),-0.9%,5%[57.1 µM],14%,10%,4%,?,17%,-1%,0%
O=C(OCCOc1ccccc1F)c1cc(S(=O)(=O)N2CCOCC2)ccc1F,.,1%,-4%,13%,-10%,3%,6%,1%,1%
O=C(NCCc1ccc(F)cc1)c1cc([N+](=O)[O-])ccc1N1CCOCC1,1.9%,-8%,-9%,1%,-11%,-30%,-8%,0%,5%
Nc1o[nH]c(=O)c1C1CCCCC1,.,2%[2.29 µM],10%,-15%,-23%,-9%,8%[2.29 µM],6%,13%
O=C(NCc1ccc(C(F)(F)F)cc1)C12CN(Cc3ccccc3)CC1C(c1cccc([N+](=O)[O-])c1)=NO2 (stereo not given),1.3%,1%[57.1 µM],-13%,35%[activator],?,5%,12%[57.1 µM],-2%,-8%
Cc1ccc2nc(Cl)c(/C=N/NC(=O)c3ccccc3O)cc2c1,0.7%,-21%,-24%,11%,-18%,0%,-23%,-5%,-4%
CCCCCNC(=O)c1ccc(NC(=O)CC2SC(N3CCCC3)=NC2=O)cc1 (stereo not given),.,.,.,-5%,-20%,2%,.,-1%,-4%
CC1(C2CC2)NC(=O)N(CC(=O)Nc2ccc(F)cc2F)C1=O (stereo not given),0.9%,3%,-20%,-2%,-14%,-2%,18%,-7%,7%
CCOc1cc(CN2CCC(N3CCC(C(=O)NC4CC4)CC3)CC2)ccc1O,.,.,.,3%,?,0%,.,4%,-3%
Cc1[nH]nc(Nc2ccccc2)c1[N+](=O)[O-],-0.4%,-10%,-5%,0%,-11%,1%,-14%,1%,5%
Cc1ccc(C(=O)N2CCN(C(=O)C3CCCO3)CC2)cc1 (stereo not given),0.1%,-1%,9%,-10%,-16%,1%,11%,-5%,-9%
CC(C)(C)c1ccc(C(=O)Nc2cccc3c(=O)[nH][nH]c(=O)c23)cc1,2.7%,-4%,2%,15%,-9%,-13%,-10%,3%,-1%
O=C(COC(=O)CSc1nnc(-c2ccc(Cl)cc2)o1)Nc1cc(Cl)ccc1Cl,0.0%,-1%,-7%,-2%,-9%,-7%,11%,-7%,3%
CCCCC#Cc1cncc(C(=O)N/N=C/c2ccccc2)c1,0.4%,-8%,-4%,0%,-5%,-2%,10%[57.1 µM],-4%,4%

# An excerpt from above in order of count of non-hydrogen atoms, rising:
SMILES,RXFP1 ag,TrxR1 substrate,RGS4 inh,12-LOX inh,USP1-UAF1 inh,Vif-APOBEC3F blk,rTrxR1 inhibitor,Vif-APOBEC3G blk,mIDH1 inhibitor
Cc1[nH]nc(Nc2ccccc2)c1[N+](=O)[O-],-0.4%,-10%,-5%,0%,-11%,1%,-14%,1%,5%
Cc1ccc(C(=O)N2CCN(C(=O)C3CCCO3)CC2)cc1 (stereo not given),0.1%,-1%,9%,-10%,-16%,1%,11%,-5%,-9%
CC1(C2CC2)NC(=O)N(CC(=O)Nc2ccc(F)cc2F)C1=O (stereo not given),0.9%,3%,-20%,-2%,-14%,-2%,18%,-7%,7%
O=C(COC(=O)CSc1nnc(-c2ccc(Cl)cc2)o1)Nc1cc(Cl)ccc1Cl,0.0%,-1%,-7%,-2%,-9%,-7%,11%,-7%,3%
CC(C)CN(C(=O)c1cccc(S(=O)(=O)N2CCN(Cc3ccccc3)CC2)c1)C1CCS(=O)(=O)C1 (stereo not given),-0.9%,5%[57.1 µM],14%,10%,4%,?,17%,-1%,0%

# Screening results from PubChem.
